Dengue-2 NS5 capping: Dengue-2 NS5 methyltransferase inhibitors, primary screen, biochemical, confirmation dose response (AID 588689) | inhibition, % at 25 µM; hits with a dose series show IC50 in µM | 340,000 tested, 0.3% active | Genome polyprotein (Dengue virus type 2 (strain 16681-PDK53)) | Dengue-2 NS5 methyltransferase capping enzyme assay, biochemical; higher % means a stronger effect; in the data active means a potency from the dose series; inconclusive means inhibition above about 29% without an active follow-up result
GPR35 antagonists: GPR35 antagonists blocking zaprinast-driven arrestin recruitment, primary screen, imaging, U2OS, beta-arrestin-GFP, zaprinast agonist (AID 2058); G-protein coupled receptor 35 (Homo sapiens); U2OS GPR35 beta-arrestin-GFP translocation imaging, zaprinast antagonism; higher % means a stronger effect; one-dose inhibition, % at 10 µM; IC50 in µM for titrated hits; 290,000 tested, 0.052% active;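 active means inhibition of at least 50% with at least 30 cells and total cytoplasm GFP at most 10,000,000; inconclusive means under 30 cells or total GFP of 10,000,000 plus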
LYP inhibition: inhibitors of LYP phosphatase, biochemical, fluorescence intensity, uHTS (AID 1779). 290,000 tested, 0.054% active. recombinant LYP phosphatase, fluorescence intensity; higher % means a stronger effect. Tyrosine-protein phosphatase non-receptor type 22 (Homo sapiens). inhibition, % at 11.5 µM; hits with a dose series show IC50 in µM; in the data active means inhibition above about 50%;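 further: plate controls were vehicle with enzyme for no effect and no enzyme for full effect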
WT yeast gro inh: growth inhibition of WT strain, primary screen, mitochondrial fusion inhibitor project, WT and mutant strains, chemical genetic; mitochondrial fusion phenotypic screen; inhibition, % at 10 µM; 190,000 tested, 2.1% active; AID 1362, 2008; in the data active means inhibition above about 58%; tested in S. cerevisiae
NTR1 agonist: agonists of NTR1, primary screen, imaging, U2OS cells, beta-arrestin-GFP, high content (AID 493036); Neurotensin receptor type 1 (Homo sapiens), P30989; NTR1-U2OS beta-arrestin-GFP spot imaging, agonist mode; activation, % at 20 µM; 330,000 tested, 0.17% active;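 active means activation at or above 40% of the spot to cytoplasm intensity ratio, with at least 20 cells analyzed; inconclusive means wells under 20 cells, flagged as cytotoxic or low count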;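 further: 0% = DMSO without peptide and 100% = 100 nM NTR1 peptide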
Target sequence (P30989 whole entry, looked up): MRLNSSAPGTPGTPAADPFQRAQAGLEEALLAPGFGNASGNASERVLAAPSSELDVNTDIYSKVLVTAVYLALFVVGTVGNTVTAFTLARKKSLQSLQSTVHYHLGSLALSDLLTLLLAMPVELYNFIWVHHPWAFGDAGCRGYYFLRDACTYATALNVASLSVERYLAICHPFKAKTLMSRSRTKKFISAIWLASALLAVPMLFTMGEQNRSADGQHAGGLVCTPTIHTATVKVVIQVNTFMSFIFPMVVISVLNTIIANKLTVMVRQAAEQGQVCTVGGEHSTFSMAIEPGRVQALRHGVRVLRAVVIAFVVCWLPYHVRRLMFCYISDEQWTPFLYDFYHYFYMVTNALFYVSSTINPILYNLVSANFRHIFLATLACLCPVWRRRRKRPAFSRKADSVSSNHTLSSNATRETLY
RSV CPE inhibition: RSV antiviral activity via CPE protection, HEp-2 cells, primary 10 µM value included (AID 2391). 310,000 tested, 0.13% active. CPE inhibition, % at 10 µM; hits with a dose series show IC50 in µM. HEp-2 cells, RSV-induced CPE inhibition; higher % means a stronger effect; in the data active means a potency from the dose series; inconclusive means CPE inhibition mostly from about 23% at the one dose, without a potency; inactive means the rest, 99 in 100 with CPE inhibition below about 21%; further: strong numbers were not always called active
Autophagy HCS: autophagy modulators in MEF cells, primary screen, imaging, high-content, MEF GFP-LC3; MEF GFP-LC3 puncta imaging; test concentration mostly 10 µM; calls only at 10 µM (by protocol); 190,000 tested, 0.98% active;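 active means percentage of spot-positive cells more than 3 SD above its plate mean, without a fluorescence outlier flag or 80% toxicity; inconclusive means no clear call, values can overlap the other calls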;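 further: spot-positive cell cutoff set from DMSO-treated cells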
K1F lysis inhibition: inhibition of K1F phage lysis, E. coli UTI89, bacterial capsule biogenesis inhibitors, alamar blue (AID 488966); E. coli UTI89 K1F phage lysis, alamar blue, 2 h; higher % means a stronger effect; 340,000 tested, 0.02% active; inhibition, % at 100 µM; hits with a dose series show IC50 in µM;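 active means phage lysis inhibition, versus mean bacterial control, above a set limit; inconclusive means no clear call, values can overlap the other calls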;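 further: capsule biogenesis inhibitors block K1F phage lysis so surviving cells raise fluorescence; higher fluorescence means more inhibition of phage lysis; actives were called in the ten point dose series up to 300 µM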
AID2073: inhibitors of Mint1-CaV2.2 protein interaction, biochemical, HTRF (AID 2073); Voltage-dependent N-type calcium channel subunit alpha-1B (Homo sapiens); HTRF protein-protein interaction, Mint1-CaV2.2; higher % means a stronger effect; one-dose inhibition, % at 20 µM; IC50 in µM for titrated hits; 290,000 tested, 0.19% active; in the data active means inhibition mostly above about 51%, no sharp cut-off; inconclusive means no clear call, values can overlap the other calls; inactive means mostly below about 53%; further: some results filed as inactive read as strong as hits
WT yeast gro inh mutant strain: recorded beside WT yeast gro inh, whose call it bears; inhibition, %; mitochondrial fusion phenotypic screen, mutant strain inhibition
Autophagy HCS cell loss 18 h: also measured in Autophagy HCS; calls as there; toxicity, %; measured here: cell loss, nuclei count;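 cell loss after 18 h compound exposure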
NTR1 agonist cell count 20 µM: also measured in NTR1 agonist; calls as there; cell count; measured here: cell count, cytotoxicity flag
The depositor's hits bear a star; i = inactive; u = inconclusive; x = not tested or not shown; [ ] = another dose, or the depositor's remark.

SMILES	Dengue-2 NS5 capping	GPR35 antagonists	LYP inhibition	WT yeast gro inh	WT yeast gro inh mutant strain	NTR1 agonist	NTR1 agonist cell count 20 µM	RSV CPE inhibition	Autophagy HCS	Autophagy HCS cell loss 18 h	K1F lysis inhibition	AID2073
Cc1nn(-c2ccccc2)c2[nH]c(=O)c(CNc3ccc(N4CCOCC4)cc3)cc12	-6%	2%	-2%	-3	13	1.2	38	0.9%	i	9	4.6%	14%
COCCNC(=O)c1cccc(OC2CCN(Cc3cccc(C(C)=O)c3)CC2)c1	4%	-13%	-10%	x	x	-0.3	47	-0.2%	x	x	0.4%	-2%
O=C(NCC1CCCO1)c1ccc2c(c1)N(Cc1ccc(F)cc1Cl)C(=O)CS2 (stereo not given)	-11%	4%	-10%	x	x	5.5	68	2.4%	x	x	-0.1%	2%
O=c1/c(=C/c2ccc(O)cc2)sc2n1CCCN=2	-2%	-3%	-3%	-8	5	0.6	34	1.6%	i	6	0.0%	-2%
CCCCn1c(O)c(N=Nc2ccccc2O)c2ccccc21	-60%	x	x	x	x	-0.1	41	-0.2%	x	x	-0.5%	x
O=C(CSc1n[nH]c(-c2ccccc2)n1)N1CCOCC1	-6%	2%	-5%	x	x	0.4	43	-0.3%	x	x	0.3%	6%
CCCCc1cc2c(c(NC(=O)CC)n1)c(=O)oc1ccccc12	-1%	-6%	5%	5	-3	x	x	x	i	-5	0.2%	1%
O=C1CC2C(=O)NCCN2C(=NC(=O)c2ccc(Cl)cc2)N1 (stereo not given)	4%	-12%	-1%	-14	-17	-0.7	54	0.5%	i	8	0.3%	-10%
COc1ccc(C2NC(=O)NC(c3ccccc3)=C2c2nc3ccccc3s2)cc1 (stereo not given)	3%	-18%	15%	27	13	14	59	x	i	-5	0.7%	26%
CN1C(=O)/C(=C/c2ccccc2Cl)Sc2ccc(C(=O)NCc3cccnc3)cc21	3%	-7%	5%	36	18	2.8	63	u	i	-1	-0.1%	47%

4 compounds from above, sorted by number of heavy atoms, ascending:
SMILES	Dengue-2 NS5 capping	GPR35 antagonists	LYP inhibition	WT yeast gro inh	WT yeast gro inh mutant strain	NTR1 agonist	NTR1 agonist cell count 20 µM	RSV CPE inhibition	Autophagy HCS	Autophagy HCS cell loss 18 h	K1F lysis inhibition	AID2073
O=C(CSc1n[nH]c(-c2ccccc2)n1)N1CCOCC1	-6%	2%	-5%	x	x	0.4	43	-0.3%	x	x	0.3%	6%
CCCCn1c(O)c(N=Nc2ccccc2O)c2ccccc21	-60%	x	x	x	x	-0.1	41	-0.2%	x	x	-0.5%	x
CCCCc1cc2c(c(NC(=O)CC)n1)c(=O)oc1ccccc12	-1%	-6%	5%	5	-3	x	x	x	i	-5	0.2%	1%
COCCNC(=O)c1cccc(OC2CCN(Cc3cccc(C(C)=O)c3)CC2)c1	4%	-13%	-10%	x	x	-0.3	47	-0.2%	x	x	0.4%	-2%

Continued:
SMILES	Dengue-2 NS5 capping	GPR35 antagonists	LYP inhibition	WT yeast gro inh	WT yeast gro inh mutant strain	NTR1 agonist	NTR1 agonist cell count 20 µM	RSV CPE inhibition	Autophagy HCS	Autophagy HCS cell loss 18 h	K1F lysis inhibition	AID2073
Cc1ccc(-c2nnn(CC(=O)N(CC3CCCO3)C(C(=O)NC3CCCCC3)c3ccc(F)cc3)n2)o1 (stereo not given)	4%	-18%	-5%	-21	-9	4.2	76	-1.0%	i	-4	0.6%	14%
O=c1c2ccccc2[nH]c(=S)n1CCCN1CCOCC1	1%	-8%	1%	16	25	-1.3	45	-0.8%	i	4	0.8%	-55%
CCCCCCC(=O)Cc1cc(OC)c(OC)cc1C=C(C(=O)OCC)C(=O)OCC	x	4%	6%	1	-10	x	x	x	i	-51	x	3%
CC(C)OP(=O)(c1ccc(N(C)C)cc1)C(O)c1ccc(C(C)C)cc1 (stereo not given)	-3%	-6%	-4%	x	x	-0.4	84	2.3%	x	x	-0.2%	6%
O=C(Nc1nc2ccccc2[nH]1)c1ccccc1O	-2%	12%	-6%	x	x	-1.6	78	1.4%	x	x	-0.1%	17%
Cc1ccn2cc(CCNC(=O)C3CCCCC3)nc2c1	-3%	-11%	-3%	-10	2	0.1	64	0.7%	i	2	-0.3%	5%
COc1cccc(N2C(=O)CC(Nc3ccc(N4CCOCC4)cc3)C2=O)c1 (stereo not given)	41%	-1%	-1%	-18	-9	1.6	43	0.1%	i	9	0.9%	-42%
Cc1cc(C)c2nc(N3CCC(C(=O)N4CCN(C(=O)c5ccco5)CC4)CC3)sc2c1	-4%	11%	4%	16	24	0.4	78	21%	i	9	1.8%	-2%
CN1CCN(C(=O)C2=C[C@H](c3ccc4c(c3)OCO4)C[C@H](OCCCCO)O2)CC1	2%	x	x	x	x	2.1	93	1.5%	x	x	1.6%	x
CC(C)C(=O)Nc1ccccc1C(=O)OCC(=O)c1ccc2c(c1)OCCO2	2%	-4%	3%	24	7	2.6	69	3.2%	i	6	5.7%	23%
Cc1cc(C(=O)N/N=C/c2cccn2C)no1	-3%	20%	12%	9	5	0.9	74	2.1%	i	1	1.1%	2%
Oc1ccc(-c2nnc(SCC3CCCCC3)o2)cc1	-5%	18%	-3%	21	36	11	85	17%	i	18	0.2%	6%
Cc1ccc(S(=O)(=O)N2CCC(O)(c3cccnc3)CC2)cc1	-1%	3%	-14%	-1	6	-0.2	43	1.3%	i	-13	0.1%	-4%
O=C(Nc1ccncc1)c1c(F)cccc1F	-3%	2%	-9%	24	1	4.1	91	-2.4%	i	1	-0.2%	-1%
COc1ccc2c(c1)cc(C(=O)N[C@@H](Cc1ccccc1)C(=O)O)n2C	0%	1%	-7%	x	x	-0.1	86	2.0%	x	x	0.2%	24%
Cc1cccc(CN2CCSCC2)c1	x	10%	-11%	x	x	-1.1	60	1.8%	x	x	0.6%	12%
CN(C)c1ccc(C(=O)N=c2sccn2C)cc1[N+](=O)[O-]	-3%	-8%	2%	x	x	0.2	61	0.7%	x	x	-0.6%[50 µM]	2%
CCCCn1c(CNC(=O)c2cccs2)nc2ccccc21	-8%	-13%	-3%	13	11	-1.3	59	2.2%	i	1	4.5%	5%
COc1ccc(CCNC(=O)c2ccc(CS(=O)(=O)c3ccc(Br)cc3)o2)cc1OC	x	-4%	-2%	0	-11	-1.8	98	-0.8%	i	3	-0.6%	-7%
CC(=O)c1cc(CN2CCN(CC=C(C)C)C(CCO)C2)cs1 (stereo not given)	3%	-6%	-9%	14	11	-1.1	44	-1.3%	i	11	0.2%	0%
COc1ccccc1N1CCN(CC(=O)Nc2ccccc2C(=O)NC(C)c2ccccc2)CC1 (stereo not given)	-8%	x	x	x	x	4.2	58	-0.2%	x	x	-0.8%[50 µM]	x
O=C1NC(c2ccccc2Br)=N/C1=C\c1ccco1	-4%	11%	4%	x	x	1.0	65	0.0%	x	x	0.9%	-10%
C#CCOCCOCCOCCNc1nc(N2CCN(C(=O)[C@H](CCCCN)n3cc(CCCC)nn3)CC2)nc(N2CCN(C(=O)[C@H](CCCCN)n3cc(CCC(=O)O)nn3)CC2)n1	-8%	x	x	x	x	-2.2	92	0.3%	x	x	2.8%	x
COc1ccc(NC(=O)CN(c2ccc([N+](=O)[O-])cc2)S(=O)(=O)c2ccccc2)c(OC)c1	-2%	0%	12%	4	2	0.1	48	3.9%	i	-2	-0.7%[50 µM]	13%
CCCNC(=O)CCc1cc(C(C)(C)C)c(O)c(C(C)(C)C)c1	-6%	-1%	-8%	-7	-11	-1.2	84	3.4%	i	19	0.1%	-5%
c1ccc(Nc2ccnc(Nc3ccccc3)n2)cc1	8%	9%	-8%	x	x	6.5	48	9.0%	x	x	-1.3%	-5%
CC(=O)Nc1sc(N/N=C\c2ccccc2F)nc1-c1cccs1	0%	6%	0%	0	12	-0.7	74	2.5%	i	-2	0.4%	20%
C=CCn1c(=O)c2ccccc2n2c(SCC(=O)Nc3sc(C(=O)N(CC)CC)c(C)c3C(=O)OCC)nnc12	-2%	u	-4%	9	7	1.0	91	8.8%	i	13	-0.3%	5%
COc1cccc(C(=O)CSc2nnc(CNS(=O)(=O)c3ccc(C)cc3)n2C)c1	-9%	-3%	-11%	-50	-17	x	x	x	i	-19	-0.1%	-24%
Cc1sc(-c2ccccn2)nc1OC(=O)c1ccc(Cl)cc1	-4%	6%	1%	15	23	2.8	45	0.9%	i	-16	0.1%	15%
CNC(=O)CN(c1cccc(Br)c1)S(C)(=O)=O	-10%	-3%	-6%	-4	3	2.2	57	1.0%	i	-7	4.3%	5%
CC1CN(C(=O)COC(=O)COc2ccc(C#N)cc2)CC(C)O1 (stereo not given)	-2%	x	x	x	x	0.2	67	1.3%	x	x	-0.4%	x
Clc1cccc(Oc2ncc(CN3CCOCC3)s2)c1	-1%	-9%	-8%	3	-1	-1.7	68	1.9%	i	-1	0.6%	-8%
Cc1nn(-c2ccccc2)c(NC(=O)c2cccs2)c(-c2ccccc2Cl)c1=O	x	6%	-9%	x	x	-0.3	50	x	x	x	x	-10%
COc1ccccc1NC(=O)COc1cc(C)nc(C(C)C)n1	-3%	-8%	-9%	0	4	-0.9	49	1.2%	i	-2	-0.2%	6%
CSc1ccccc1NC(=O)CCn1c(=O)oc2ccccc21	0%	-6%	-11%	x	x	1.4	55	1.5%	x	x	1.1%[50 µM]	13%
O=C1CC(c2ccccc2)CN1C(=O)c1cccnc1 (stereo not given)	-4%	10%	-10%	-28	6	-0.6	54	0.7%	i	-2	3.1%[50 µM]	2%
Cc1ccc(S(=O)(=O)N2CCOCC2)cc1C(=O)N1CCCCCC1	-1%	-20%	-4%	x	x	0.5	72	1.0%	x	x	0.0%	10%
CCOC(=O)N1CCN(C(=O)CSc2ncccn2)CC1	0%	12%	-6%	16	-10	0.5	84	2.0%	i	2	0.3%	u
O=C(C1CCCO1)N1CCN(C(=S)Nc2ccc(F)cc2)CC1 (stereo not given)	-3%	-2%	-2%	-4	3	-0.1	50	0.3%	i	0	-3.7%	-30%
N#Cc1nc(-c2ccccc2F)oc1N1CCCCC1	-24%	3%	-22%	x	x	1.7	94	2.1%	x	x	0.0%	4%
Cc1ccc(S(C)(=O)=O)cc1S(=O)(=O)Nc1cccc(Cl)c1	-4%	-6%	-2%	-6	-18	0.4	73	2.2%	i	8	-3.6%	0%
CCc1ccccc1NC(=O)CNC(=O)CNC(=O)C1CCCCC1	-9%	x	x	x	x	-1.1	52	0.4%	x	x	0.5%[50 µM]	x

Source: PubChem BioAssay (several laboratories)
